Screening results: PubChem BioAssay, NMMLSC
Rac1 act GTP bind: alters GTP binding to activated mutant human Rac1. 190,000 tested, 0.11% active. P63000. percent activity (GTP binding), % at 10 µM. GST-Rac1 activated beads, fluorescent GTP binding, flow cytometry; actives lie on both sides; 100% means binding = to untreated wells;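 active means GTP binding at least 20 percentage points away from the 100% baseline, in either direction, so actives lie on both sides; inconclusive means Compound likely fluorescent itself, or too few beads counted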
Bcl-2 Bim block: human Bim-Bcl-2 interaction inhibition; P10415; Bead-based flow cytometry, Bim peptide-Bcl-2 binding; inhibition, % at 10 µM; 190,000 tested, 0.06% active; AID 950; in the data active means inhibition above about 40%; inconclusive means no clear call, values can overlap the other calls;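 further: 0% = no compound wells with probe peptide and 100% = reference peptide inhibitor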
Bfl-1 Bim block: disrupts Bim binding to human Bfl-1. Q16548. Bead-based flow cytometry, Bim-Bfl-1 binding inhibition. inhibition, % at 10 µM. 190,000 tested, 0.12% active. AID 1008;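 further: 0% = wells without compound plus tracer and 100% = blocker peptide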
Rac1 wt modul: human Rac1 wildtype GTP binding, inhibitors and activators; P63000; GST-Rac1 beads, fluorescent GTP binding, flow cytometry; actives lie on both sides; 0 = cold GTP competed, 100 = untreated; GTP binding activity (% of control), % at 10 µM; 190,000 tested, 0.27% active; AID 757;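 active means GTP binding activity at least 20 points away from the 100% control level, either lower or higher; inconclusive means compound flagged as likely green fluorescent, judged across all proteins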
Rab2 wt GTP: changes GTP binding to wildtype dog Rab2A, up or down. GTP binding activity, % at 10 µM. P61105. AID 760. 190,000 tested, 0.19% active. GST-Rab2 wt beads, Bodipy-GTP binding, flow cytometry;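 active means GTP binding activity at least 20 points away from 100%, either lowered or raised; inconclusive means signal likely due to the compound's own green fluorescence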;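 further: 0% = beads with excess unlabeled GTP and 100% = no-compound control corrected for plate trend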
Bcl-B Bim block: inhibitors of Bim-Bcl-B interaction, human. bead-based flow cytometry, Bim peptide-Bcl-B binding. inhibition, % at 10 µM. 190,000 tested, 0.073% active. AID 951;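 further: 0% = tracer peptide without compound and 100% = reference inhibitor peptide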
Target sequence (Q9HD36 whole entry, looked up): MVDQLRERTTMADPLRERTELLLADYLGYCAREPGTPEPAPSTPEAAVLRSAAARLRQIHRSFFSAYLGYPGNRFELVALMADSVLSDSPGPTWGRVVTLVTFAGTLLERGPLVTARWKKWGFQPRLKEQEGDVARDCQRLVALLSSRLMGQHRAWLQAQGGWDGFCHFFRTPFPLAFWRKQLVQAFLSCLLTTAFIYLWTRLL
Bim-Bcl-XL: human Bim-Bcl-XL interaction inhibition; Q07817; Bim peptide-Bcl-XL binding, bead flow cytometry, fluorescence; inhibition, % at 10 µM; 190,000 tested, 0.04% active
Target sequence (Q07817 whole entry, looked up): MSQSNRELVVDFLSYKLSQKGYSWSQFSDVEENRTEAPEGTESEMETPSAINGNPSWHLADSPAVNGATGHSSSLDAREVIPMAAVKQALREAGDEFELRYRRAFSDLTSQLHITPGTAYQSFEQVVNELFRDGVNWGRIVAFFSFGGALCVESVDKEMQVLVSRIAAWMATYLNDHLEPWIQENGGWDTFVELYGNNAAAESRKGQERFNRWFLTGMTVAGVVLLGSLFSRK
Bim-Bcl-W: disrupts Bim peptide binding to human Bcl-W; bead-based flow cytometry; Q92843; 190,000 tested, 0.02% active; AID 952; inhibition, % at 10 µM;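 further: 0% = bound tracer without compound and 100% = peptide blocker; higher means less fluorescent Bim peptide bound to Bcl-W beads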
Target sequence (Q92843 whole entry, looked up): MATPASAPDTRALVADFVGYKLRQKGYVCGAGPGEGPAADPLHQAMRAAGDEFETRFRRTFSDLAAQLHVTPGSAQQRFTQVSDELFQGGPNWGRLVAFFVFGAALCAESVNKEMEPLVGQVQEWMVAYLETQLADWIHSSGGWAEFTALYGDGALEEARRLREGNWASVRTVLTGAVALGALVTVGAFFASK
Rab7 wt modul: modulators of GTP binding to dog Rab7 wildtype GTPase | AID 758 | GTP binding activity (percent of control), % at 10 µM | GST-Rab7 beads, fluorescent GTP binding, flow cytometry; actives lie on both sides; untreated = 100%, excess cold GTP = 0% | 190,000 tested, 0.055% active;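 active means fluorescent GTP binding to Rab7 beads changed by at least 20 points from the 100% baseline, either direction, mostly lower; inconclusive means compound itself probably fluorescent, or too few beads counted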;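 further: median green fluorescence of bound Bodipy-FL-GTP per Rab7 bead population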
HRas wt GTP: modulators of GTP binding to human HRas wildtype; GST-Ras wt beads, Bodipy-FL-GTP binding, flow cytometry; actives lie on both sides; GTP binding activity, % at 10 µM; 190,000 tested, 0.14% active;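 active means GTP binding activity at least 20% away from the 100% baseline, either lowered as inhibitor or raised as activator; inconclusive means flagged as likely green fluorescent, judged across all proteins in the well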;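 further: 0% = unlabeled GTP competition control and 100% = no-compound control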
Target sequence (P01112 whole entry, looked up): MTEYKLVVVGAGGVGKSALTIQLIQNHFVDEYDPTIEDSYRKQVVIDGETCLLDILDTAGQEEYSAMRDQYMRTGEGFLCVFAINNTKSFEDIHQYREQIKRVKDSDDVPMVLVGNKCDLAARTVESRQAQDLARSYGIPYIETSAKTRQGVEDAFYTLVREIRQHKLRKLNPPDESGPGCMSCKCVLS
Cdc42 wt: human Cdc42 wildtype GTP binding change, either direction | percent activity (GTP binding), % at 10 µM | GST-Cdc42 beads, Bodipy-GTP binding, flow cytometry; actives lie on both sides | P60953 | 190,000 tested, 0.2% active;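 active means percent activity GTP binding at least 20 points away from the 100% baseline, either down as inhibitor or up as activator; inconclusive means compound flagged as likely green fluorescent from well-wide comparison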;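 further: median bead fluorescence of bound Bodipy-FL-GTP at 100 nM; 0% = excess unlabeled GTP control and 100% = no compound control; below 100% means less GTP binding so inhibitor and above means activator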
Target sequence (P60953 whole entry, looked up): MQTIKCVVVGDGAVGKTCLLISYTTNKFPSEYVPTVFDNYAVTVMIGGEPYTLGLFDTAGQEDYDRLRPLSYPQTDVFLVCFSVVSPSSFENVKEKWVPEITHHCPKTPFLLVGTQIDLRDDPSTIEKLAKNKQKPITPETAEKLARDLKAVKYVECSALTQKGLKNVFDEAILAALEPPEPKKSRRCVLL
* marks the source's active call; other numbers are inactive results; i = inactive; u = inconclusive; [ ] = another dose, or the depositor's remark. Unless noted, no stated cut-off is given here; in the data, active means inhibition above about 40%.

nr	SMILES	Rac1 act GTP bind	Bcl-2 Bim block	Bfl-1 Bim block	Rac1 wt modul	Rab2 wt GTP	Bcl-B Bim block	Bim-Bcl-XL	Bim-Bcl-W	Rab7 wt modul	HRas wt GTP	Cdc42 wt
1	Cc1ccc(CNS(=O)(=O)NCc2ccccc2F)cc1	95	1	-2	98	96	-1	-1	1	99	98	95
2	COc1ccc(C(=O)Nc2cnc3sc(C)nn3c2=O)cc1	96	-4	-6	101	97	-3	0	-1	103	99	97
3	O=C(Nc1ccc(Cl)cc1)OCc1ccccn1	99	-2	-1	104	101	-7	0	3	95	102	103
4	CC(NC(=O)Cn1c(=O)oc2cc(S(=O)(=O)N3CCCC3)ccc21)c1ccccc1 (stereo not given)	98	1	0	102	97	2	1	5	93	94	99
5	Cc1ccccc1Cn1c(C)cc(C)c(C#N)c1=O	96	-3	-7	98	96	-2	-2	-3	93	96	98
6	O=[N+]([O-])c1ccc(Cl)c(S(=O)(=O)NCC2CCCO2)c1 (stereo not given)	99	3	2	100	99	5	2	2	99	99	98
7	Cc1cc(N2C(=O)C3C4C=CC(C4)C3C2=O)ccc1NC(=O)c1cccs1 (stereo not given)	101	-2	1	108	94	-4	-2	-1	97	101	100
8	NC1=NC(=Nc2ccccc2)c2ccccc21	96	-6	-3	102	96	-2	-2	-4	94	100	100
9	O=C(CCCOc1ccc(Cl)cc1)N1CCCCCC1	90	4	1	94	95	0	0	2	89	97	96
10	COc1nc(NCCC2=CCCCC2)nc(OC)n1	98	-2	-1	100	103	-8	-5	-3	106	103	100
11	O=C(O)C1CC=CCC1C(=O)Nc1ccc2c(c1)OCCO2 (stereo not given)	96	-2	3	99	95	3	2	-1	94	98	100
12	O=C(O)C1C2C=CC(C2)C1C(=O)NCc1ccc2c(c1)OCO2 (stereo not given)	92	7	0	95	93	-2	-4	-4	97	95	96
13	Fc1ccc(Cn2nnnc2C(c2cccs2)N2CCCCCC2)cc1 (stereo not given)	93	-6	-3	88	94	-4	-3	-1	95	95	91
14	S=C(Nc1ccc2nsnc2c1)N1CCCCCC1	94	0	0	103	99	-9	-3	-3	101	97	98
15	CC(CN1CCCCC1)C(=O)NNC(=O)C12CC3CC(CC(C3)C1)C2 (stereo not given)	99	0	-2	99	100	-4	0	2	106	102	98
16	O=C(/C=C/c1ccco1)Nc1ccccc1N1CCOCC1	100	2	3	103	97	-5	-3	-1	96	98	100
17	S=c1[nH]nc(-c2ccncc2)n1Cc1ccccc1	100	-7	-11	104	99	-12	-6	0	98	102	102
18	O=C(Cn1cnc2ccccc2c1=O)N1CCOCC1	104	-3	-11	110	105	-3	-3	0	104	107	108
19	CC(=O)Nc1cccc(Oc2ccc([N+](=O)[O-])cc2Cl)c1	91	-3	-3	100	100	0	0	2	108	97	97
20	CC1CCN(S(=O)(=O)c2ccc(Oc3ccc([N+](=O)[O-])cc3)cc2)CC1	97	-1	-8	101	99	-8	-1	3	100	100	98
21	CC(C)CN=c1cc(-c2ccccc2)oc2ccc(Cl)cc12	101	3	1	102	101	-4	0	-5	100	101	102
22	Cc1nc2sc(-c3ccccc3)nn2c(=O)c1Br	98	1	-1	99	98	-2	0	0	100	98	101
23	COC(=O)c1c(/N=C/N(C)C)sc2c1CCN(c1ncc(C(F)(F)F)cc1Cl)C2	101	-8	-16	103	96	-5	-3	-3	98	100	95
24	Cc1sc2nc(CN3CCCCC3)nc(Nc3ccc4c(c3)OCCO4)c2c1C	96	0	-3	98	96	-1	2	0	100	93	98
25	CSc1ccccc1C(=O)Nc1nc2ccccc2c(=O)[nH]1	95	-1	-7	100	99	-4	-1	1	103	99	98
26	O=C(C[n+]1cc(-c2ccccc2)n2c1CCCCC2)c1ccc(Br)cc1	97	-3	-7	94	97	0	-1	-3	98	95	97
27	O=C(NC1CCS(=O)(=O)C1)c1ccc(-c2ccc(Br)cc2)o1 (stereo not given)	99	-2	0	106	100	-1	-3	-1	98	102	106
28	Cn1ccnc1SCC(=O)Nc1sccc1C#N	100	-4	-11	105	99	-7	-4	0	101	100	103
29	CCCn1c(SCC(=O)Nc2nccs2)nnc1-c1cccnc1	101	-12	-11	105	103	-12	-8	-3	103	104	100
30	CCCOc1ccc(C(C)(O)CN2CCOCC2)cc1 (stereo not given)	102	0	0	107	105	0	0	1	102	106	108
31	COc1ccc(C(=O)NCCN2CCCC2)cc1OC	100	-8	-9	103	103	-6	-6	-1	104	101	102
32	CC1(C)CC(CCNC(=O)c2ccco2)CC(C)(C)N1	98	-4	-12	100	97	-6	0	2	98	100	100
33	CCn1ncc(/C=C/C(=O)c2ccccc2)c1C	97	0	1	100	96	-5	-3	-5	92	96	99
34	COC(=O)c1cc(C(=O)NCCC(C)C)cc([N+](=O)[O-])c1	94	-8	-9	98	97	-5	-1	-4	102	98	99
35	CC1(C)CC(=O)C=C(N2CCCC2)C1	99	0	0	103	100	-5	-4	-2	101	102	102
36	O=C(N/N=C/c1cc(Cl)ccc1O)c1ccccc1Br	94	-2	-3	101	100	-4	-4	0	107	100	99
37	CCOC(=O)N1CCN(c2c(N3CCc4ccccc4C3)c(=O)c2=O)CC1	98	-8	-9	103	100	-9	-8	-7	97	101	104
38	COc1cccc(C(=O)CSc2nnc(COc3cccc4cccnc34)o2)c1	95	-8	-16	96	93	-7	-5	-2	97	95	97
39	Cc1cc(C(F)(F)F)n2nc(-c3cnn(C)c3C(F)(F)F)cc2n1	101	-3	-3	102	101	-6	-3	-5	102	102	104
40	COc1cccc(-n2nnc3c(=O)n(Cc4ccc(Cl)cc4)cnc32)c1	u	-8	-15	u	u	-5	-3	0	u	u	u

Reformatted with values under each structure: part of the list above
Screens in order – Rac1 act GTP bind	Bcl-2 Bim block	Bfl-1 Bim block	Rac1 wt modul	Rab2 wt GTP	Bcl-B Bim block	Bim-Bcl-XL	Bim-Bcl-W	Rab7 wt modul	HRas wt GTP	Cdc42 wt
[39] Cc1cc(C(F)(F)F)n2nc(-c3cnn(C)c3C(F)(F)F)cc2n1
    101	-3	-3	102	101	-6	-3	-5	102	102	104
[40] COc1cccc(-n2nnc3c(=O)n(Cc4ccc(Cl)cc4)cnc32)c1
    u	-8	-15	u	u	-5	-3	0	u	u	u

Later entries
nr	SMILES	Rac1 act GTP bind	Bcl-2 Bim block	Bfl-1 Bim block	Rac1 wt modul	Rab2 wt GTP	Bcl-B Bim block	Bim-Bcl-XL	Bim-Bcl-W	Rab7 wt modul	HRas wt GTP	Cdc42 wt
41	CC(NC(=O)CN1C(=O)COc2ccccc21)c1ccccc1 (stereo not given)	98	-8	-10	101	99	-6	-6	0	99	100	103
42	Nc1ccc2oc(-c3cccs3)nc2c1	99	5	2	100	100	0	5	6	97	97	100
43	Cc1ccc(OCC(=O)NCc2ccccc2)c([N+](=O)[O-])n1	99	-9	-10	104	97	-8	-6	-5	99	99	103
44	Nc1nc(SCC(=O)N2CCCC2)[nH]c(=O)c1-c1ccccc1	99	0	-1	99	102	0	4	-1	102	102	102
45	NC(=O)c1ccc(Br)c(S(=O)(=O)N2CCCCC2)c1	94	-1	-2	97	96	-1	-5	-1	95	99	99
46	N#Cc1c(-c2ccccc2)cc(C2CC2)nc1N	97	0	0	101	99	-2	-3	0	100	101	102
47	Cc1ccc(-n2nc3c(c2NC(=O)c2ccc(S(=O)(=O)N4CCOCC4)cc2)CSC3)c(C)c1	96	-4	-2	97	97	-4	-6	-4	98	97	95
48	CC(C)Nc1nc(Oc2cccc(Cl)c2Cl)cc(C(F)(F)F)n1	97	-1	0	100	99	3	5	1	99	99	96
49	COc1ccc(-c2ccnc3nc(/N=C/N(C)C)nn23)cc1	104	-3	-5	106	99	-3	-1	-2	100	100	99
50	COc1ccccc1NC(=O)/C=C/c1ccc2c(c1)OCO2	96	0	-1	102	97	-3	-4	-2	94	101	97
51	COC(=O)c1ccc(OCCCCN2CC(C)OC(C)C2)cc1 (stereo not given)	95	-10	-11	101	99	-5	-1	-5	102	99	98
52	Cc1ccc([N+](=O)[O-])cc1NC(=O)C[n+]1ccccc1	95	0	-4	97	98	-1	-2	1	104	98	94
53	O=C(NCc1ccc2c(c1)OCO2)C1CCCN1S(=O)(=O)c1ccc(Cl)cc1 (stereo not given)	96	-6	-8	101	98	-6	0	-2	102	99	96
54	CCOC(=O)CNC(=O)CSc1nc2c(C)cccc2cc1CC	97	3	0	97	96	-2	0	4	99	94	95
55	CCOC(=O)C1(CCOc2ccccc2)CCN(Cc2ccc(CO)o2)CC1	96	-1	-6	97	97	1	0	0	98	96	98
56	O=C(NCCCN=C1NS(=O)(=O)c2ccccc21)c1ccco1	100	-3	-2	101	97	-4	-4	-2	104	98	97
57	COC(=O)C(CC(=O)c1cccc(OC)c1)c1ccc(F)cc1 (stereo not given)	95	-3	-10	98	93	-3	-1	-1	98	97	94
58	NS(=O)(=O)c1ccc(CCNC(=O)CSc2nc3ccsc3c(=O)n2CC(=O)O)cc1	101	-6	-10	103	101	-11	-9	-8	98	99	102
59	Cc1ccc(Nc2nc(/N=C/NO)n[nH]2)cc1C	94	0	-3	98	100	-5	0	-1	104	99	94
60	Cc1ccc(S(=O)(=O)Oc2ccc(/C=N/NC(=O)c3nn(C)cc3Cl)cc2)cc1	98	1	-1	105	100	-2	0	0	100	100	101
61	CCOC(=O)C1CCN(S(=O)(=O)C(F)(F)c2nc3ccccc3s2)CC1	95	-8	-12	94	96	-9	-2	1	95	96	96
62	Cc1cc(C(=O)N/N=C/c2cc(Br)ccc2OC(=O)c2ccc(Br)cc2)n[nH]1	u	-395	5	u	u	i	i	-170	u	u	u
63	COc1ccccc1/C=N/Nc1nncc2ccccc12	99	-6	-8	102	102	-10	-11	-4	98	101	101
64	c1ccc(Cn2c(SCc3cn4cccnc4n3)nnc2-c2ccco2)cc1	99	-2	-1	100	100	-2	-2	0	101	102	101
65	CCOC(=O)C1CCN(C(=O)CN(Cc2ccccc2)S(C)(=O)=O)CC1	99	1	-3	103	101	-2	-3	-2	100	101	102
66	CCOC(=O)Cn1cnc2c(C#N)c3n(c2c1=O)CCCCC3	98	-11	-21	110	106	-9	-9	-2	106	107	103
67	O=C(CCSCCc1ccccn1)Nc1c(F)c(F)c(F)c(F)c1F	103	-1	0	101	101	0	-3	-2	100	100	103
68	COc1c(C)cc(Br)cc1C(=O)O	101	0	0	120*[activator]	112	0	2	0	102	111	116
69	Cc1c(C#N)c(O)n(C)c(=O)c1N=Nc1ccc(S(N)(=O)=O)cc1	93	-1	0	96	97	-3	1	0	105	96	94
70	Cc1cc(C)c(NC(=O)COc2nncc3ccccc23)c(C)c1	99	-4	-3	105	101	-10	-4	-3	104	99	105
71	O=C(CSc1nnc(-c2ccccc2)o1)Nc1ccccc1F	100	-2	-7	106	100	-3	0	1	101	101	101
72	CCOC(=O)c1c(C)nc2c(c1-c1ccccc1)C(=O)c1ccccc1-2	104	0	-1	107	105	-3	-3	-2	104	106	108
